# CXCR6 block: CXCR6 (human) receptor inhibition. CHO-K1 PathHunter CXCR6 beta-arrestin, luminescence. hit rate 0.36% among 360,000. O00574. inhibition, % at 20 µM; in the data active means inhibition above about 34%, passing the limit was not always enough;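 further: antagonist mode with CXCL16 agonist at 10 nM final; 0% = 10 nM CXCL16 with DMSO and 100% = unstimulated wells without agonist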
# Target sequence (O00574 whole entry, looked up): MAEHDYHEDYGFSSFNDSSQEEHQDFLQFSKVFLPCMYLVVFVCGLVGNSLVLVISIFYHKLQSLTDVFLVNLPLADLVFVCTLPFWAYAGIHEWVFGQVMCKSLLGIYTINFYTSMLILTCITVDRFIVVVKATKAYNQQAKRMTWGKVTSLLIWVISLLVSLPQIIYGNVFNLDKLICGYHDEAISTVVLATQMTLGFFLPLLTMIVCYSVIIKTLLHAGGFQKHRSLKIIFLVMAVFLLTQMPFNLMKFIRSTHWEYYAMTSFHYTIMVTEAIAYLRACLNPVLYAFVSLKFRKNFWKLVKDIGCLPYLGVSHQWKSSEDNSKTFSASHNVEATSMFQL
# APJ agonist: activates the human apelin receptor APJ. P35414. CHO-K1 APJ PathHunter beta-arrestin, luminescence; 0% DMSO wells, 100% apelin. activation, % at 20 µM. hit rate 0.11% among 330,000. AID 2520;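 active means activation more than six SD over the plate average, tested at 20 µM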;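 further: 0% = DMSO alone and 100% = apelin-13 at 10 nM; some results filed as inactive read as strong as hits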
# Target sequence (P35414 whole entry, looked up): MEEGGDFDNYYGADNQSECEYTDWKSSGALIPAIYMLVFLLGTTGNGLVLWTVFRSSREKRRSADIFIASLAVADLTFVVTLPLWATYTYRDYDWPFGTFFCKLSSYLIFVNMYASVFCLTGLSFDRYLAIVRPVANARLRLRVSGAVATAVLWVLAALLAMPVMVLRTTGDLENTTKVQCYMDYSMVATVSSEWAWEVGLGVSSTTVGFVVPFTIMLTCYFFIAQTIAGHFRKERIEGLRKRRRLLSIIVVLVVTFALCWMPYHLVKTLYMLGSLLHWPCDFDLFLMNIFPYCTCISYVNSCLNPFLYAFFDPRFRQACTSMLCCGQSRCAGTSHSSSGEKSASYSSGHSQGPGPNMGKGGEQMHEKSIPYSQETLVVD
#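 Incubation: overnight seeding, 90 min compound at 25 °C, 1 h detection; test system: PathHunter CHO-K1 APJ (AGTRL-1) beta-arrestin reporter cells; amount: 1000 cells/well; doses: one dose, 20 µM compound, 1% DMSO; measured by: beta-gal luminescence; measure: agonist-driven arrestin binding to APJ; benchmarks: negative DMSO alone, positive Apelin-13 at 10 nM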
# CHOP UPR activ: activators of apoptotic arm of unfolded protein response (CHOP); activation, % at 10 µM; hit rate 0.34% among 330,000; CHO-CHOP luciferase reporter, UPR activation, luminescence; percent of tunicamycin response over DMSO baseline;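 active means at 10 µM dose, activation of 40% or more, normalized to positive control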;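 further: 100% = tunicamycin at 10 µg/mL and 0% = DMSO alone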
#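 System: CHO-CHOP luciferase reporter cell line; amount: 500 cells/well; buffer or medium: F12 medium containing 10% fetal bovine serum; incubation: 6 h compound exposure at 37 °C after overnight seeding; measured by: luciferase luminescence after 10 min with Steady-Glo reagent; evaluation: % reporter activation, DMSO baseline versus tunicamycin full activation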
# tim23-1 inh: tim23-1 yeast growth inhibition; S. cerevisiae tim23-1 growth, BacTiter-Glo luminescence, 24 h; inhibition, % at 20 µM; hit rate 1.3% among 330,000;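 active means growth inhibition of the mutant yeast at or above 50%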;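 further: temperature-sensitive mutant grown at 25 °C; plate controls were DMSO-treated mutant yeast for no effect and medium wells lacking yeast for full effect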
# tim10-1 inh: growth inhibitors of tim10-1 mutant yeast; S. cerevisiae tim10-1 ts strain growth, BacTiter-Glo, 24 h; inhibition, % at 20 µM; hit rate 2.2% among 330,000;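 active means inhibition of at least 40%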;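 further: mutant grown at 25 °C; 0% = DMSO wells with yeast and 100% = wells holding no yeast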
# Mdm2 MdmX PPI: disrupts the human Mdm2-MdmX interaction; O15151+Q00987; SaOS-2 split-luciferase Mdm2/MdmX complementation, luminescence; inhibition, % at 8 µM; hit rate 3% among 330,000; AID 485346;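 active means inhibition of at least 50% at 8 µM in the primary screen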
# APJ antagonist: blocks the human apelin receptor APJ. hit rate 0.32% among 330,000. P35414. inhibition, % at 20 µM. CHO-K1 APJ beta-arrestin complementation, luminescence;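 active means inhibition above about 40% at 20 µM, limit read from the data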;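 further: cells challenged with 10 nM apelin-13 agonist together with compound; plate controls were apelin-13 plus DMSO wells for no effect and DMSO wells lacking apelin-13 for full effect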
# UPR XBP1 act: activators of adaptive arm of unfolded protein response (XBP1); hit rate 0.33% among 330,000; CHO-XBP1 luciferase reporter, IRE1-XBP1 UPR activation, luminescence; percent of tunicamycin response, DMSO as zero; activation, % at 20 µM;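 active means versus positive control, 20 µM dose yields 30% or more activation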;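 further: 100% = tunicamycin at 10 µg/mL and 0% = DMSO only wells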
#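 Material: CHO-XBP1 cells stably carrying IRE1-XBP1-driven luciferase reporter | Medium: F12 with 10% serum | Compound dosing: 20 µM single concentration, DMSO 1% | Incubation: Overnight seeding at 37 °C, 6 h compound treatment at 37 °C | Detection: Steady-Glo luminescence read | Read-out basis: % activation of reporter signal versus tunicamycin and DMSO controls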
# TIM10 inh: growth inhibitors of TIM10 yeast strain. AID 463195. S. cerevisiae TIM10 strain growth, BacTiter-Glo luminescence, 24 h. hit rate 1.4% among 330,000. inhibition, % at 10 µM;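 active means inhibition of 40% or more at the single tested concentration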;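 further: wild-type TIM10 isogenic control strain grown at permissive 25 °C; 0% = DMSO yeast wells and 100% = minimal medium wells without yeast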
# * marks the source's active call; other numbers are inactive results. Only part of the results is shown; the hit share may differ from the screen's.
item	molecule	CXCR6 block	APJ agonist	CHOP UPR activ	tim23-1 inh	tim10-1 inh
1	CCN(CC)C(=O)CSc1nnc(COc2ccccc2)n1N	-1	-1	-0.4	8	14
2	Cc1cc(C)c(NC(=O)Cn2c(=O)c3cccn3c3ccccc32)c(C)c1	-2	0	1.0	5	11
3	O=C(OCc1c(-c2ccccc2)ncc2ccccc12)c1ccc(Cl)cc1Cl	5	-1	-0.4	14	9
4	Cc1ccccc1NS(=O)(=O)c1ccc(C2CNC(=O)C2)cc1 (configuration not stated)	-3	-3	0.3	3	10
5	Cc1cnc(CNC(=O)C2CCC(=O)N(CCc3cccc(F)c3)C2)[nH]1 (configuration not stated)	-1	3	-0.9	-17	-7
6	O=C(C1CCN(Cc2ccccc2)CC1)N1CCCC1	11	4	-1.3	3	7
7	CCCC(=O)Nc1ccc2oc(-c3ccc(OC)c(Br)c3)nc2c1	11	2	2.2	10	32
8	COc1ccc(C(CC(=O)O)NS(=O)(=O)c2ccc(C)cc2)cc1 (configuration not stated)	-6	-3	0.6	3	2
9	Cc1ccc(-n2c(C)nnc2SCC(=O)NC2CC2)cc1	-4	-5	1.5	-6	10
10	Clc1ccc(-c2nnc3c4ccccc4nc(N4CCOCC4)n23)cc1Cl	-1	-3	-1.3	25	11
11	Cc1ccc(NC(=O)CSCC(=O)Nc2ccc(N3CCOCC3)cc2N2CCOCC2)cc1	-2	-7	0.8	-3	-16
12	CCN(C[C@H]1N[C@@](Cc2ccccc2)(C(=O)OC)[C@H]2C(=O)N(Cc3ccccc3)C(=O)[C@@H]12)S(=O)(=O)c1ccc(-c2ccccc2)cc1	-4	1	1.2	-3	8
13	Fc1cccc(CN2CCN(c3ncccn3)CC2)c1	-6	-3	0.2	-7	16
14	COc1ccc(C2SCCN2S(=O)(=O)c2ccccc2)cc1OC (configuration not stated)	-8	0	-1.1	19	7
15	CCOC(=O)Cc1csc(NC(=O)c2ccoc2C)n1	-6	-3	2.7	27	16

item	Mdm2 MdmX PPI	APJ antagonist	UPR XBP1 act	TIM10 inh
1	-12	1	1	-7
2	3	-9	-3	7
3	35	6	4	-15
4	13	19	3	-7
5	0	-9	-9	-9
6	7	3	0	-4
7	1	-8	8	26
8	3	-16	-2	-3
9	9	8	-4	3
10	-12	6	2	17
11	15	-42	-1	-6
12	37	-1	-5	5
13	14	-10	0	-14
14	37	2	3	-9
15	11	-11	-1	-3

# Overlap with the part before: 2 entries; new compounds follow.
item	molecule	CXCR6 block	APJ agonist	CHOP UPR activ	tim23-1 inh	tim10-1 inh
14	COc1ccc(C2SCCN2S(=O)(=O)c2ccccc2)cc1OC (configuration not stated)	-8	0	-1.1	19	7
15	CCOC(=O)Cc1csc(NC(=O)c2ccoc2C)n1	-6	-3	2.7	27	16
16	CCCCOc1ccc(NC(=O)CCSc2nccn2C)cc1	-7	-1	-0.1	-3	13
17	O=C(Nc1ccc(N2CCOCC2)cc1)C1=NN(c2ccccc2)C(=O)CC1	-2	1	-1.1	6	14
18	COc1cccc(C(=O)NC2CC3CCCC(C2)N3CC(=O)Nc2ccc(N(C)C)cc2)c1 (configuration not stated)	-7	-5	1.7	-5	4
19	O=C(NC1CC1)C1CCN(C2CCN(C(=O)Cc3ccc4c(c3)OCO4)CC2)CC1	-4	-2	-0.2	-2	-24
20	CC(=C\C(=O)O)/C(=C/c1ccc(C)o1)C(=O)O	-4	4	2.1	14	15
21	COc1cccc(CN(C)Cc2cc(=O)oc3cc(O)c(Cl)cc23)c1	0	-3	-0.1	41	17
22	CNC(=O)COC(=O)c1cc(-c2ccc(OC)cc2)nc2ccccc12	-2	-1	2.3	28	31
23	Cc1nc(CN2CCCCC2)cc(=O)[nH]1	-3	-2	-2.0	-4	-6
24	Clc1ccc2nc(CSc3nncn3-c3ccccc3)cn2c1	3	1	0.7	8	2
25	CC(C)c1ccc(NS(=O)(=O)c2ccc(Cl)nc2)cc1	-5	2	0.6	22	4
26	Cc1ncc(CN2CCCC(C(=O)Nc3ccc(-n4ccnc4C)cc3)C2)cn1 (configuration not stated)	2	-1	1.9	-23	-15
27	CCOC(=O)CNS(=O)(=O)c1cc(-c2nnc(Nc3ccc4c(c3)OCO4)c3ccccc23)ccc1C	2	0	6.7	21	13
28	CC(C)(C)n1ncc2c(=O)n(CC(=O)N3CCCc4ccccc43)cnc21	-8	-2	1.8	7	8
29	COc1cc(C(=O)Nc2cc(C)cc(C)c2)c(-n2cnnn2)cc1OC	2	-3	0.1	-6	10
30	CCCCc1nc2cc(C(=O)NCc3ccccn3)ccc2o1	-2	0	1.2	4	15

item	Mdm2 MdmX PPI	APJ antagonist	UPR XBP1 act	TIM10 inh
14	37	2	3	-9
15	11	-11	-1	-3
16	4	-3	-1	-6
17	9	-15	1	3
18	-13	-6	-2	-7
19	8	9	2	-11
20	-3	-11	-2	9
21	-2	6	-3	23
22	1	2	0	18
23	25	5	-2	-11
24	-13	4	-1	2
25	8	-5	-2	17
26	3	17	-1	-1
27	28	-34	3	4
28	9	-4	-3	-21
29	8	16	-2	9
30	22	24	-2	-3

# Exported screen by screen: entries from further up
30) CCCCc1nc2cc(C(=O)NCc3ccccn3)ccc2o1
22) CNC(=O)COC(=O)c1cc(-c2ccc(OC)cc2)nc2ccccc12
17) O=C(Nc1ccc(N2CCOCC2)cc1)C1=NN(c2ccccc2)C(=O)CC1
23) Cc1nc(CN2CCCCC2)cc(=O)[nH]1

assay / entry | 30 | 22 | 17 | 23
CXCR6 block | -2 | -2 | -2 | -3
APJ agonist | 0 | -1 | 1 | -2
CHOP UPR activ | 1.2 | 2.3 | -1.1 | -2.0
tim23-1 inh | 4 | 28 | 6 | -4
tim10-1 inh | 15 | 31 | 14 | -6
Mdm2 MdmX PPI | 22 | 1 | 9 | 25
APJ antagonist | 24 | 2 | -15 | 5
UPR XBP1 act | -2 | 0 | 1 | -2
TIM10 inh | -3 | 18 | 3 | -11

# Continuation.
item	molecule	CXCR6 block	APJ agonist	CHOP UPR activ	tim23-1 inh	tim10-1 inh
31	O=C(CNC(=O)C(c1ccccc1)c1ccccc1)N/N=C\c1ccc2c(c1)OCO2	6	1	4.3	-5	10
32	Cn1c(=O)c2c(ncn2CC(=O)OCC(=O)Nc2ccc(Cl)cc2)n(C)c1=O	-9	0	3.6	4	9
33	CC(=O)N1CCCc2cc(S(=O)(=O)Nc3ccc4c(c3)OCO4)ccc21	2	5	-1.6	3	10
34	O=C(c1ccncc1)N1CCN(S(=O)(=O)c2cccc([N+](=O)[O-])c2)CC1	3	-2	1.0	3	5
35	CC(=O)NNc1ncnc2c1cnn2-c1ccccc1	4	-1	-1.5	-1	13
36	Cc1coc2cc3oc(=O)c(CCC(=O)NCCN4CCOCC4)c(C)c3cc12	-1	1	-1.3	2	-21
37	CCC(Oc1ccccc1)C(=O)Nc1ccccc1C(=O)N1CCN(C)CC1 (configuration not stated)	1	3	0.1	8	-2
38	CC(C)c1nc2sc3c(=O)[nH]cnc3c2c2c1CCCC2	-6	-2	0.1	2	11
39	O=C(C1CCCN(Cc2ccccc2)C1)N1CCc2ccccc2C1 (configuration not stated)	-3	-2	-1.4	0	8
40	O=C(NCCc1c[nH]c2ccccc12)/C(=C\c1ccco1)NC(=O)c1ccco1	2	-3	-0.7	94*	14
41	O=C(COC(=O)/C=C/c1ccc(Cl)cc1)NCCN1C(=O)CSC1=O	0	-2	-1.7	-2	-2
42	Cc1cc(C)cc(-n2nnnc2SCC(=O)N2CCOCC2)c1	3	5	-3.0	5	-27
43	Cc1ccc2cc3c(NC(=O)C4CCCO4)nn(CC(C)C)c3nc2c1 (configuration not stated)	7	-2	-0.9	33	17
44	CCOC(=O)C(C)Sc1nnc(CSc2nc3nc(C)cc(C)n3n2)o1 (configuration not stated)	-6	3	-0.7	18	11
45	CCOC(=O)c1cnn(-c2nc(-c3ccccc3F)cs2)c1C(F)(F)F	5	-4	2.7	16	6

item	Mdm2 MdmX PPI	APJ antagonist	UPR XBP1 act	TIM10 inh
31	12	-18	3	-3
32	-3	0	-2	9
33	12	1	-1	-4
34	-4	-6	0	1
35	-4	3	1	4
36	-19	-8	-2	-7
37	31	7	-5	4
38	-28	-3	2	5
39	-13	8	-3	11
40	-2	3	-1	4
41	24	3	-5	-12
42	-5	19	1	-21
43	16	10	2	-14
44	-11	-1	-2	-5
45	-11	5	2	-1

# Later entries:
item	molecule	CXCR6 block	APJ agonist	CHOP UPR activ	tim23-1 inh	tim10-1 inh
46	Cc1ccccc1NC(=O)CCN1CCN(C)CC1	3	-4	-0.7	8	7
47	Cc1ccc(S(=O)(=O)NC(CC(C)C)C(=O)Oc2ccc3c4c(c(=O)oc3c2)CCC4)cc1 (configuration not stated)	5	-2	-0.9	19	-11
48	CC(C)(C)NC(=O)C12CCC(C)(c3nc4ccccc4nc31)C2(C)C (configuration not stated)	-1	-2	2.3	53*	39
49	Cc1ccc(/C=N/NC(=O)c2csc3c2CCCC3)cc1	-4	3	0.9	63*	35
50	C=CCn1c(N2CCOCC2)nc2c1c(=O)[nH]c(=O)n2C	8	-4	0.3	-11	7
51	CCCNC(=O)CN1C(=O)c2ccccc2Sc2ncccc21	-7	-3	1.5	4	-10
52	CCN(Cc1ccncc1)C(=O)c1cc(Br)cc(Br)c1O	2	-3	0.1	5	15
53	CCOC(=O)C1=C(c2ccccc2)NC(=O)NC1c1cccc(OC)c1OC (configuration not stated)	-10	3	1.2	21	11
54	O=C(CCc1nc2ccccc2[nH]1)N1CCN(C(=O)c2ccco2)CC1	-8	0	0.0	17	7
55	COc1ccc(/C=N/NC(=O)CNC(=O)c2ccc(S(=O)(=O)N3CCCC3)cc2)c(OC)c1	2	-2	-2.2	-7	8
56	Cc1cc(C)cc(N(C(=O)C(F)(F)F)C(C(=O)NC2CCCCC2)c2cccs2)c1 (configuration not stated)	-1	-1	-0.5	18	8

item	Mdm2 MdmX PPI	APJ antagonist	UPR XBP1 act	TIM10 inh
46	0	13	-5	-5
47	12	9	-4	-6
48	8	-1	-1	38
49	-7	-10	11	22
50	16	14	3	12
51	16	0	-3	1
52	9	11	0	9
53	-8	-3	1	14
54	-11	-41	-2	1
55	-36	-11	0	2
56	-3	9	0	7

# Individual results from the results shown:
# Value of CCOC(=O)C1=C(c2ccccc2)NC(=O)NC1c1cccc(OC)c1OC (configuration not stated) under Mdm2 MdmX PPI: -8
# Value of COc1ccc(/C=N/NC(=O)CNC(=O)c2ccc(S(=O)(=O)N3CCCC3)cc2)c(OC)c1 under CXCR6 block: 2
# Value of Cc1ccc(/C=N/NC(=O)c2csc3c2CCCC3)cc1 under UPR XBP1 act: 11
